Screens (PubChem)
Growth percent in the NCI-60 one-dose screen (48 h, 10 µM unless noted): 100 = growth as untreated, 0 = no growth, -100 = all killed.
DU-145: DU-145 prostate cancer | 81,000 tested, 4.2% active | AID 1794760
OVCAR-8: OVCAR-8 ovarian cancer | 81,000 tested, 4.4% active | AID 1794782
OVCAR-3: OVCAR-3 ovarian cancer; 79,000 tested, 7% active
PC-3: PC-3 prostate cancer cells. 80,000 tested, 3.9% active
OVCAR-5: OVCAR-5 ovarian cancer | 82,000 tested, 2.9% active | AID 1794783
SF-268: SF-268 CNS cancer cells | 82,000 tested, 3.1% active | AID 1794759
SK-OV-3: SK-OV-3 ovarian cancer cells | AID 1794785 | 80,000 tested, 3.2% active
OVCAR-4: OVCAR-4 ovarian cancer cells; 80,000 tested, 3.7% active; AID 1794784
U251: U251 CNS tumor cells; 80,000 tested, 5.4% active
Starred values were filed as active, the others as inactive; x = not tested or not shown; & = joins results of further samples. The calls were made as follows: active = growth percent below 10; inactive = the rest. Hits appear at their usual frequency. Share with any hit: about 9.5%.

smiles,DU-145,OVCAR-8,OVCAR-3,PC-3,OVCAR-5,SF-268,SK-OV-3,OVCAR-4,U251
COc1ccc(CCC(N)c2ccccc2)cc1OC (stereo not given),108,99,105,90,107,97,100,124,101
N#CCCC1=CC(CCC#N)(CCC#N)c2ccccc21,114,116,120,102,110,108,109,122,112
Cc1ccccc1N1CCN(C(=S)Cc2ccc3ccccc3c2)CC1,117,95,105,93,100,101,115,103,98
CN1CCN(Cc2ccc(NC(=O)c3cncc(C#Cc4cnc5ccc(OCC6COC6)nn45)c3)cc2C(F)(F)F)CC1,-83*,-54*,x,-28*,-75*,-70*,-23*,-70*,-67*
COc1c(/C=N/NC(N)=O)c(OC)c(OC)c2c1CCO2,117,92,117,100,103,102,101,105,98
Cc1ccc(-c2nc(SCC(=O)NCCc3ccc(S(N)(=O)=O)cc3)[nH]c(=O)c2C#N)cc1,108,100,106,102,95,104,82,113,96
CC1=C2C(=C[C@@](C)(CO)[C@@H]2OC(=O)N(C)CCN(C)C(=O)OC(C)(C)C)C(=O)[C@](C)(O)C12CC2,8.8*,37,3.6*,48,19,4.8*,35,44,23
O=C1C=CC(Nc2ccccc2[N+](=O)[O-])C1Nc1ccccc1[N+](=O)[O-] (stereo not given),-69*,31,-81*,52,12,76,109,3.5*,72
CNC(=O)c1ccccc1Nc1nc(Nc2ccc3c(c2OC)CCC[C@H](N2CCN(CCO)CC2)C3)ncc1Cl,19,12,31,23,11,17,-6.8*,5.0*,-19*
COc1cc(/C=N/NC(=O)c2cnn(CC(O)c3ccccc3)c2N)ccc1OCc1ccccc1 (stereo not given),99,77,95,77,113,99,106,111,84
Cc1cc(/C=N\N=C(N)N)c(C)n1-c1ccccc1,98,90,95,79,86,101,93,98,87
Cc1c(C)[n+](=O)c(C)c(C)n1[O-],x,107,115,93,98,108,118,126,115
Cc1ccc(NC2(C#N)CCCC2)cc1,104&118,103&102,120&113,86,86&110,104&100,100&113,115&105,101&99
N#CC(c1ccccc1)N1CCCCC1 (stereo not given),105,102,105,94,99,96,99,113,95
Cn1ncc(CC(=O)O)c1NC(=O)c1ccc(Cl)cc1N,111,113,104,84,68,106,117,108,107
COCc1c([N+](=O)[O-])c(C)[nH]c(=O)c1C#N,119,102,108,102,105,104,96,117,107
CCN(CC)CCCC(C)N(Cc1ccccc1)CC(O)c1ccc(Br)cc1 (stereo not given),104,101,101,96,108,96,104,96,94
NC(=O)SCC(=O)Nc1ccccc1C(=O)O,117,110,103,x,142,97,100,99,103
Clc1ccc2c(N/N=C/c3c[nH]c4ccc(Br)cc34)ccnc2c1,-79*,-65*,-83*,-53*,-67*,-36*,-85*,-79*,-26*
CC1CCCCN1CCOc1cc([N+](=O)[O-])ccc1C#N (stereo not given),109,100,100,82,101,103,90,101,96
NC1=NN=C(c2ccccc2)C(c2ccccc2)S1 (stereo not given),134,97,x,96,108,111,91,96,110
COc1cc(/C(=C2/C=Nc3ccccc32)c2c[nH]c3ccccc23)ccc1O,98,87,98,87,90,96,98,80,98
CN1C/C(=C\c2ccc(O)cc2O)c2[o+]c3cc(O)ccc3cc2C1,79,63,-8.9*,66,72,70,105,68,14
COc1ccc([C@@H](OC)[C@@]2(Cc3ccc(O)cc3)N=C(N)N(C)C2=O)cc1,109,100,112,x,96,104,106,112,102
COc1ccc(CCN2C(=O)C(C)SC2=S)cc1 (stereo not given),113,103,x,99,102,102,107,109,101
ClCc1ccc(-c2ccc(Cn3cnc4c(Cl)nc(Cl)nc43)cc2)cc1,-93*,-40*,-93*,-96*,58,-13*,88,22,-79*
CN1CCSC1=NC(=O)c1ccc(Cl)cc1,108,102,101,101,94,118,104,100,99
CC(=O)Nc1nc2c(s1)C1=CC[C@H]3[C@@H]4CC[C@H]([C@H](C)CCCC(C)C)[C@@]4(C)CC[C@@H]3[C@@]1(C)CC2,109,108,110,105,109,105,107,114,107
Cc1nn(-c2ccc(F)cc2)c2ncnc(Nc3ccc(NC(=O)Nc4cc(C(F)(F)F)ccc4F)cc3)c12,75,70,69,x,86,67,77,79,90
CCCCCCCCn1ccc2cc(NC(=O)CN3CCN(c4cc(C)nc(Cl)n4)CC3)ccc21,94,95,108,61,95,90,105,75,89

Carrying on.
smiles,DU-145,OVCAR-8,OVCAR-3,PC-3,OVCAR-5,SF-268,SK-OV-3,OVCAR-4,U251
CCCCCC(O)C1C(=O)OC(C)C(O)/C=C/C=C/C=C/C=C/C=C(\C)C(O)CC(O)CC(O)CC(O)CC(O)CC(O)CC1O (stereo not given),105,99,108,91,96,106,104,119,107
COc1ccc(NC(=O)Nc2ccc(Nc3nc(C)cc(Nc4ccc(C)cc4)n3)cc2)cc1,-96*,-57*,-95*,-93*,-86*,-68*,69,-87*,-84*
N=c1c2c(-c3ccccc3)c(-c3ccccc3)oc2ncn1NC(=O)c1ccc(O)cc1,98,99,107,91,105,95,107,103,100
O=C(/C=C/c1cc(=O)c2ccccc2o1)CC(=O)/C=C/c1cc(=O)c2ccccc2o1,123,96,118,95,125,108,111,106,91
O=c1oc2c(Cl)cc(Cl)cc2n1SC(Cl)(Cl)Cl,116,113,115,101,103,110,102,102,103
Cc1cc(=O)oc2cc(OC(=O)C(CCCCN)NC(=O)OCc3ccccc3)ccc12 (stereo not given),118,98,120,99,92,116,98,112,108
CCCCCCCCCC(=O)OCC,100,103,108,101,112,99,108,108,101
CCOC(=O)C/C(=N\Nc1cc(=O)[nH]c2ccc(C)cc12)C(=O)OCC,108,101,101,91,104,99,126,106,103
Cc1ccc(C2CC(C(F)(F)F)n3nc(C(=O)N4CCN(C(c5ccccc5)c5ccccc5)CC4)cc3N2)cc1 (stereo not given),115,56,77,51,95,89,99,63,64
COc1ccc(C2=C3C(=O)N(Cc4ccccc4)c4ccccc4C3c3c(C)nn(-c4ccccc4)c3N2)cc1 (stereo not given),104,90,106,75,112,101,94,98,91
NS(=O)(=O)c1ccc(Nc2nc(Nc3ccccc3)nc3n[nH]c(=O)n23)cc1,109,107,108,98,102,103,110,113,105
CCOC(=O)c1csc(NC(=O)CSc2nc(C)c(C)n2Nc2ccc(C)cc2)n1,109,83,109,88,75,102,89,77,76
COc1cccc(-c2nn(-c3ccccc3)cc2-c2ccnc(NCCNS(=O)(=O)c3ccc(F)cc3)c2)c1,77,46,60,21,102,61,76,43,45
O=C1c2ccccc2C(=O)c2c1ccc1c(=O)[nH]nnc21,117,88,87,71,98,101,102,84,101
O=S(=O)(c1ccc(Cl)c(Cl)c1)c1ccc(Cl)c(Cl)c1,105,102,98,86,98,93,102,106,91
O=C1CCC(On2nnc3ccccc32)N1 (stereo not given),105,108,102,104,97,100,104,86,106
COc1ccc(CSc2nc3ccc(C)cc3c(=O)n2-c2ccccc2)cc1,115,90,110,89,x,110,103,98,94
COc1ccc(/C=C/c2c(C(=O)/C=C/c3ccccc3)c(C)nc3ccccc23)cc1,5.6*,1.0*,-22*,27,-29*,45,64,37,-60*
COc1ccc2c(c1)c1cc3ccncc3nc1n2C,72,54,78,72,90,67,65,72,60
O=S(=O)(Nc1cccc2[nH]cnc12)c1ccc(F)c(Cl)c1,101,88,99,x,96,93,90,87,85
O=S(=O)(NCCCNc1nccc(-n2cnc3ccccc32)n1)c1cccc(F)c1,106,85,111,89,98,97,106,88,97
Cc1c(C)c(Cl)c(C)c(Cl)c1O,117,102,116,96,96,114,99,x,93
OCC1CSC(=S)N1Cc1ccccc1 (stereo not given),110,125,118,107,118,108,112,114,96
COc1ccc2c(c1)oc1c(C)c3c(c(C)c12)C(=O)N(CCN1CCCCC1)C3=O,78,87,109,90,95,77,111,105,64
COc1ccc(-c2nc(N)n(C(=S)Nc3ccccc3)n2)cc1,108,98,103,92,111,96,95,109,103
Cc1ccccc1[C@H]1C(C(=O)c2ccc(Cl)cc2)C2(N[C@@H]1c1ccccc1)C(=O)Nc1ccc(Cl)cc12 (stereo not given in full),5.1*,-69*,-52*,-27*,-56*,29,1.1*,11,-83*
CC1(C)CC(C)(c2ccccc2)c2ccccc21 (stereo not given),126&115,90&100,141&118,96&103,113&102,112&114,95,117,112&97
Cc1nc(N)sc1C,113,111,105,98,112,108,100,111,102
O=C(c1ccccc1)c1cc2ccccc2o1,99&106,98&105,96,97&98,99&101,91&106,118&99,94&102,100&99
C/C(=N\NC(=O)Cn1c2ccccc2c2ccncc21)c1ccccn1,111,96,100,99,105,99,103,99,92

Entries of single compounds, looked up by structure:
Clc1ccc2c(N/N=C/c3c[nH]c4ccc(Br)cc34)ccnc2c1 is listed with DU-145 = -79*; OVCAR-8 = -65*; OVCAR-3 = -83*; PC-3 = -53*; OVCAR-5 = -67*; SF-268 = -36*; SK-OV-3 = -85*; OVCAR-4 = -79*; U251 = -26*
Cc1nn(-c2ccc(F)cc2)c2ncnc(Nc3ccc(NC(=O)Nc4cc(C(F)(F)F)ccc4F)cc3)c12 is listed with DU-145 = 75; OVCAR-8 = 70; OVCAR-3 = 69; PC-3 = x; OVCAR-5 = 86; SF-268 = 67; SK-OV-3 = 77; OVCAR-4 = 79; U251 = 90

More compounds follow:
smiles,DU-145,OVCAR-8,OVCAR-3,PC-3,OVCAR-5,SF-268,SK-OV-3,OVCAR-4,U251
CCOC(=O)NNC(=O)c1ccc(-n2nc(-c3ccccc3)c3ccccc32)cc1,73,92,87,82,97,62,109,77,93
CC(=O)N1CCC[C@]2(C)[C@H]3CC=C4[C@@H]5CC(C)(C)CC[C@]5(C(=O)N5CCN(C)CC5)CC[C@@]4(C)[C@]3(C)CC[C@H]2C1(C)C,104,92,97,71,102,98,98,97,86
COc1cc(C2CC(c3cccc(Nc4ccncc4)c3)=NN2c2ccccc2)cc(OC)c1OC (stereo not given),45,67,56,30,89,65,74,41,20
O=c1[nH]nnc2ccccc12,120,94,113,91,104,112,110,115,103
CC1(C)CC[C@]23CC[C@]4(C)[C@H](CC[C@@H]5[C@@]6(C)Cc7cnoc7C(C)(C)[C@@H]6CC[C@]54C)[C@H]2[C@H]1OC3=O,108,101,101,84,100,98,106,91,93
CCCCCCCC[C@@H]1N[C@@H](C(=O)OC)Cc2c1[nH]c1ccccc21,106,99,101,95,89,97,101,92,92
CC(=O)c1ccc(NC(=O)CSc2nc(-c3ccccc3)c(C#N)c(=O)[nH]2)cc1,109,94,106,61,103,106,84,104,89
CC(=O)C12OC1CC1C3CC=C4CC(O)CCC4(C)C3CCC12C (stereo not given),109,106,107,95,98,112,107,112,95

Grouped by structure: the compounds so far containing a cyano group
smiles,DU-145,OVCAR-8,OVCAR-3,PC-3,OVCAR-5,SF-268,SK-OV-3,OVCAR-4,U251
N#CCCC1=CC(CCC#N)(CCC#N)c2ccccc21,114,116,120,102,110,108,109,122,112
Cc1ccc(-c2nc(SCC(=O)NCCc3ccc(S(N)(=O)=O)cc3)[nH]c(=O)c2C#N)cc1,108,100,106,102,95,104,82,113,96
Cc1ccc(NC2(C#N)CCCC2)cc1,104&118,103&102,120&113,86,86&110,104&100,100&113,115&105,101&99
N#CC(c1ccccc1)N1CCCCC1 (stereo not given),105,102,105,94,99,96,99,113,95
COCc1c([N+](=O)[O-])c(C)[nH]c(=O)c1C#N,119,102,108,102,105,104,96,117,107
CC1CCCCN1CCOc1cc([N+](=O)[O-])ccc1C#N (stereo not given),109,100,100,82,101,103,90,101,96
CC(=O)c1ccc(NC(=O)CSc2nc(-c3ccccc3)c(C#N)c(=O)[nH]2)cc1,109,94,106,61,103,106,84,104,89
